Bioassay records (PubChem BioAssay)
CHO-K1 Ca PAM: counter-screen for M1 PAMs: effect in parental CHO-K1 cells | ATP EC20, Fluo-8 calcium fluorescence; 0% at ATP EC20, 100% at ATP max | activation, % at 3 µM | hit rate 0.02% among 360,000;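 active means activation above the run cutoff, the mean activation of all test compounds plus 3 SD, cut at about 40% in these data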;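 further: peak over basal fluorescence ratio in a 140 s read after ATP addition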
M1 ag parental: nonselective activator or artifact in parental CHO-K1 cells. hit rate 0.48% among 360,000. AID 602248. Fluo-8 calcium fluorescence; scaled to maximal ATP response, vehicle zero. activation, % at 3 µM; in the data active means activation above about 15%;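 further: untransfected CHO-K1 host cells lacking M1 receptor as counterscreen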
CHRM4 PAM: potentiates acetylcholine response at human M4 receptor. CHO-K1 hM4/Gqi5, Fluo-8 calcium fluorescence, ACh EC20; 0% = ACh EC20, 100% = maximal ACh. activation, % at 3 µM. hit rate 0.4% among 360,000;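 active means activation above its plate's cutoff, the mean activation of sample wells plus 3 SD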; further: some results filed as inactive read as strong as hits
Target sequence (P08173 whole entry, looked up): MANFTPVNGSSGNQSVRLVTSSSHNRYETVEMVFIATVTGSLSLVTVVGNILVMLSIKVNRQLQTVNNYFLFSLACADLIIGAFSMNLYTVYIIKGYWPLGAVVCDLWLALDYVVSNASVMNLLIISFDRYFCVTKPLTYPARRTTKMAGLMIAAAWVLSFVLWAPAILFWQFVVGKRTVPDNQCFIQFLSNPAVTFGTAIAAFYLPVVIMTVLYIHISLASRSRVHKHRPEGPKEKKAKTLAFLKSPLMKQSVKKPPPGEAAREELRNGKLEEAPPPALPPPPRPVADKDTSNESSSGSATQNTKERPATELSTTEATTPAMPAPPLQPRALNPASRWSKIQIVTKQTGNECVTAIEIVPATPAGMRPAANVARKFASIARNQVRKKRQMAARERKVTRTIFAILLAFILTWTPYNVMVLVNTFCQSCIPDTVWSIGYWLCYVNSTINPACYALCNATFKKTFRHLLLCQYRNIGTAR
CHRM4 agonist: CHRM4 agonism in calcium assay. activation, % at 3 µM. P08173. CHO-K1 hM4/Gqi5, Fluo-8 calcium fluorescence; vehicle 0%, full acetylcholine response 100%. hit rate 0.14% among 360,000. AID 624127;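 active means activation above the run mean over all test wells plus 3 SD, cut at about 32% in these data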;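 further: peak over basal fluorescence ratio per well then scaled between controls; 0% = DMSO wells and 100% = acetylcholine at EC100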
M5 antag: antagonists of human muscarinic M5 receptor (CHRM5) | inhibition, % at 3 µM | P08912 | CHO-hM5 cells, Fluo-8 calcium fluorescence, ACh EC80 | hit rate 0.59% among 360,000 | AID 624040;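 active means inhibition above a per-plate cutoff, the mean of that plate's test compounds plus 3 SD, cut at about 27% in these data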;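 further: 0% = acetylcholine EC80 with DMSO and 100% = DMSO without agonist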
Target sequence (P08912 whole entry, looked up): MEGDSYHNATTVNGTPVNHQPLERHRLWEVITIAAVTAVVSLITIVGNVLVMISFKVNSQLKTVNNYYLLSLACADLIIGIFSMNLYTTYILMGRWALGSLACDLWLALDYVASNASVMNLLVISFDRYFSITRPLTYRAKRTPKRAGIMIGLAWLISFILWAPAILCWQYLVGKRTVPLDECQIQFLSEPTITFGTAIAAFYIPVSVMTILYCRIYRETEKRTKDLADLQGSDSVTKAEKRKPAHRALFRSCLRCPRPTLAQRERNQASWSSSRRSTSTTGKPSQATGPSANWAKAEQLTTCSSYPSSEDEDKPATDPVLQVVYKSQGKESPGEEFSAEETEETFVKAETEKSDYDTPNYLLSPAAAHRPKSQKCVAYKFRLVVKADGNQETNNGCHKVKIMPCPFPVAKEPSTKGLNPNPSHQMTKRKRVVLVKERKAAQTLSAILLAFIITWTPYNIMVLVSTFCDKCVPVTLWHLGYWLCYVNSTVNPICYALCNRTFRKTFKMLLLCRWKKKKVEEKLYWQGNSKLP
M5 PAM: positive allosteric modulators of human muscarinic M5 receptor | CHO-K1 hM5, Fluo-8 calcium, ACh EC20 PAM; 0% = ACh EC20, 100% = ACh EC100 | P08912 | AID 624038 | hit rate 0.3% among 360,000 | activation, % at 3 µM;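 active means activation above the run cutoff, the mean activation of all test compounds plus 3 SD, cut at about 18% in these data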
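Test system: CHO-K1 hM5 cells / Doses: single-point, 3 µM nominal / Times: Post-acetylcholine fluorescence recording 140 s / Technique: Fluo-8 calcium fluorescence / Measure: Max/basal fluorescence ratio as % of EC20–EC100 ACh window / Benchmarks: low control EC20 acetylcholine (0%), high control EC100 acetylcholine (100%) / Replicates: one well per compound, no replicates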
CHRM4 antagonist: blocks acetylcholine activation of human M4 receptor | hit rate 0.73% among 360,000 | P08173 | inhibition, % at 3 µM | CHO-hM4 cells, ACh EC80, Fluo-8 calcium fluorescence;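 active means inhibition above its plate's cutoff, the mean inhibition of sample wells plus 3 SD, cut at about 27% in these data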;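 further: 0% = acetylcholine EC80 with DMSO and 100% = DMSO without agonist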
M5 ag: CHRM5 agonism in calcium assay | P08912 | CHO-K1 hM5 cells, Fluo-8 calcium fluorescence; 0% DMSO wells, 100% maximal acetylcholine response | activation, % at 3 µM | hit rate 0.19% among 360,000 | AID 624037;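 active means activation above the run's mean over test compounds plus 3 SD, cut at about 23% in these data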;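 further: signal is peak over basal fluorescence ratio across the kinetic read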
CHO-K1 Ca antag: M1 antagonist counterscreen hit in parental CHO-K1 cells. AID 602250. hit rate 0.6% among 360,000. inhibition, % at 3 µM. ATP-induced calcium, Fluo-8 fluorescence;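 active means inhibition above a per-plate cutoff, the plate's mean sample inhibition plus 3 SD, cut at about 24% in these data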;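 further: 0% = DMSO plus EC80 ATP and 100% = DMSO alone without ATP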
Active calls of the source: *.

Below each compound: CHO-K1 Ca PAM, M1 ag parental, CHRM4 PAM, CHRM4 agonist, M5 antag, M5 PAM, CHRM4 antagonist, M5 ag, CHO-K1 Ca antag
- NS(=O)(=O)c1ccc(CCNC(=O)CN2CCN(Cc3cccc(C(F)(F)F)c3)CC2)cc1
 : 19, 6.2, -3, 4, 19, -5, 9, -3, -12
- Cc1cccc(NC(=O)CCN2CCC(C)CC2)c1
 : 21, 7.8, 3, 1, -6, 10, -10, -6, -6
- N/C(=N\N=C\c1ccco1)SC1CC(=O)N(c2ccc(C(=O)O)cc2)C1=O (stereo unspecified)
 : 28, 1.2, -3, 0, 0, -1, -1, -3, -12
- C/C=C/c1ccc(OCC(=O)Nc2cc(OC)c(OC)c(OC)c2)c(OC)c1
 : 1, 8.4, -16, 22, 8, -30, -24, -4, 1
- COc1ccc(C=O)cc1CN1CCCN(Cc2ccccc2F)S1(=O)=O
 : -2, 5.1, -5, 10, 11, -5, 7, 0, -12
- NC(=O)c1ccc(NS(=O)(=O)c2ccc(S(=O)(=O)N3CCCC3)cc2)cc1
 : 2, 0.7, 4, 1, -4, 2, -14, -2, -6
- CN(C(=O)c1cccc(NC(=O)Cc2cccc(NC(=O)C3CCN(C(=O)C4CCC4)CC3)c2)c1)C1CCC1
 : -6, -0.3, 2, -1, -10, 5, -3, 0, -1
- CCC(CC)c1nnc(NC(=O)CS(=O)(=O)Cc2ccccc2)s1
 : 21, 1.2, 8, 2, -10, -16, -3, -3, -13
- COC(=O)Nc1nnc(Cc2ccc(OC)cc2)s1
 : 13, -0.3, 2, 0, 0, -3, -9, -2, -10
- COC(=O)COc1ccc(/C=N/NC(=O)CN(c2ccccc2OC)S(=O)(=O)c2ccccc2)cc1
 : -22, 3.1, -3, 11, 2, -10, 6, 4, -3
- O=C(Nc1ccccc1C(=O)NCC1CCCO1)c1ccccc1 (stereo unspecified)
 : -6, 0.7, -8, 1, 3, -2, 0, 3, 12
- COc1ccc(C(=O)N/C(=C\c2cn(S(=O)(=O)N(C)C)c3ccccc23)C(=O)NCCCN2CCOCC2)cc1
 : 21, 0.7, 4, 0, 3, 3, -2, -4, -20
- COc1ccc(CCNc2nc(=O)[nH]nc2C)cc1OC
 : -7, 3.3, -9, 0, 4, -5, 10, -1, 18
- Cc1cccc(C)c1OCC(O)CN1CCCCC1 (stereo unspecified)
 : 7, 0.5, -1, 1, 14, -7, -8, 1, -4
- C[C@H](CO)N1C[C@H](C)[C@@H](CN(C)S(=O)(=O)c2cn(C)cn2)Oc2ccc(NC(=O)Nc3ccc4c(c3)OCO4)cc2C1=O
 : -12, -0.5, 6, 2, -1, 4, -18, -5, 2
- CCCN(CCC)CCCNC(=O)c1cc2c(=O)[nH]c3ccccc3c2s1
 : 9, 0.1, 0, 0, 2, 2, -2, -4, -2
- CCN(CC)CCNC(=O)c1ccc(NC(=O)c2cccc(S(=O)(=O)N3CCc4ccccc43)c2)cc1
 : 5, 5.5, -17, 0, 83*, -31, 61*, -8, 8
- O=C(NCc1cccs1)C(=O)NCC(c1ccco1)N1CCN(c2ccccc2F)CC1 (stereo unspecified)
 : 20, 5.1, 8, 7, 6, 1, 11, 0, -15
- COC(=O)/C=C1/S/C(=N/NC(=O)c2ccccc2)NC1=O
 : -5, -0.1, 2, 0, 0, 2, -4, 0, 10
- CC1C(=O)N2CCCc3cc(S(=O)(=O)N4CCN(c5ccc(F)cc5)CC4)cc1c32 (stereo unspecified)
 : 15, 0.6, -5, 0, 13, -5, 5, -5, -11
- Cc1ccc(C(=O)NCC(=O)Nc2ccncc2)cc1C
 : 13, 1.6, -1, 4, 10, -1, 3, 0, 2
- CCCCNC(=S)N(C)/N=C/c1ccc(OCC(=O)Nc2c(C)cc(C)cc2C)c(OC)c1
 : -4, -0.8, 5, 0, -5, 5, -1, 4, 5
- Cc1oc(/C=N/NC(=O)CN(c2ccccc2Br)S(C)(=O)=O)cc1Br
 : 16, 1.1, 10, 4, 3, -6, 5, 0, -5
- CC(=O)Nc1ccc(S(=O)(=O)N(C)CC(=O)OCC(=O)N2CCCCC2)cc1
 : 1, 0.9, -2, 0, 1, 5, 0, 2, -1
- COC(=O)CN1C(=O)CSc2ccc(S(=O)(=O)N3CCC(C)CC3)cc21
 : 14, -0.1, -10, 1, -2, -3, -1, 4, 6
- CCN(CC(=O)Nc1ccc(NC(C)=O)cc1)C(=O)c1c(C)nn(Cc2ccc(C)cc2)c1Cl
 : 2, 0.3, 1, 1, 1, 8, 4, 6, -1
- N#Cc1ccc(-c2nc3c4ccccc4ccn3c2CC2CCCCC2)cc1
 : 21, 0.1, -4, -1, 7, 1, 3, 1, -26
- COc1cc(C2C(C#N)=C(N)N(N(C)C)C3=C2C(=O)CC(C)(C)C3)ccc1O (stereo unspecified)
 : -7, 0.5, 1, 2, 4, -1, 6, -3, 0
- O=C(Nc1ccccc1C(=O)N1CCN(c2ccccc2)CC1)c1ccco1
 : 0, 0.7, 13, 3, -6, 7, -9, -8, -9
- COc1ccc(Br)cc1CN(C)C(C)C(=O)Nc1cccc(C(C)=O)c1 (stereo unspecified)
 : -6, 0.8, -2, 2, 7, -7, 1, -4, -5
- O=C(NCc1ccc(-c2nc3ccccc3s2)cc1)c1cc2ccccc2o1
 : 6, 0.2, -3, 0, -1, -4, -3, 1, -2
- O=C(CSc1ncn[nH]1)N/N=C/c1ccc(F)cc1
 : -20, 0.4, 0, 0, 2, -6, -1, -2, 13
- Cc1ccc(Sc2nnc(Cc3ccccc3)c3ccccc23)cc1
 : 1, -0.1, -4, -1, 4, -7, 4, -3, -15
- CC(O)c1nc(C(C)O)n(CC(=O)c2ccccc2)n1 (stereo unspecified)
 : 16, 0.6, 3, 2, 16, 3, -5, 3, -11
- CCCCn1c(NCc2cc(C)ccc2O)nc2ccccc21
 : 15, 0.7, -8, 2, 1, -6, 7, 0, -3
- O=C(NC(=S)Nc1ccc2oc(=O)ccc2c1)c1ccco1
 : 12, 1.3, 4, 2, 0, 13, -1, -4, -12
- O=c1c2ccccc2n2cnnc2n1-c1ccccc1
 : 9, 0.3, 23, 0, -1, 4, -4, 1, 0
- CCOC(=O)CNC(=O)COc1coc(CN2CCN(Cc3ccccc3)CC2)cc1=O
 : 14, 0.2, 4, -1, -1, -2, -18, -2, -22
- CC1(C)OC(=O)C2=C(C[C@@H](C3CCCCC3)O[C@@H]2c2ccc(Cl)cc2)O1
 : 19, 0.2, -11, -2, -4, -1, 1, -3, -25
- CCc1ccc(C(=O)c2cnc3ccc(OC)cc3c2N2CCN(CC)CC2)cc1
 : 30, 0.9, -2, 4, 3, -2, -6, -2, -6
- Cc1ccc(C(=O)N/C(=C/c2ccc(C(C)C)cc2)C(=O)NCCCN2CCOCC2)cc1
 : 5, 0.4, -2, 1, 4, -2, 3, -5, 3
- CN(C)C(=O)c1ccc(NC(=O)c2ccccc2SCC(=O)N2CCCC2)cc1
 : 11, 2.6, 3, 1, 4, 5, 3, 1, 7
- Cc1cc(NC(=O)c2ccc(OCC3CCCO3)cc2)ccc1Br (stereo unspecified)
 : 9, 7.0, 5, 8, 6, -8, -14, 0, 2
- COc1cnc(-c2ccccn2)nc1Sc1c(Cl)cccc1Cl
 : -2, 0.5, -12, -1, 5, -6, 11, -5, 10
- C(=N\Nc1nc(Nc2ccccc2)nc(Nc2ccccc2)n1)/c1cccnc1
 : 11, 3.7, -10, 7, 22, -17, 0, -5, -1

The closing four compounds of the part before come first, to join the parts.
| SMILES | CHO-K1 Ca PAM | M1 ag parental | CHRM4 PAM | CHRM4 agonist | M5 antag | M5 PAM | CHRM4 antagonist | M5 ag | CHO-K1 Ca antag |
| --- | --- | --- | --- | --- | --- | --- | --- | --- | --- |
| CN(C)C(=O)c1ccc(NC(=O)c2ccccc2SCC(=O)N2CCCC2)cc1 | 11 | 2.6 | 3 | 1 | 4 | 5 | 3 | 1 | 7 |
| Cc1cc(NC(=O)c2ccc(OCC3CCCO3)cc2)ccc1Br (stereo unspecified) | 9 | 7.0 | 5 | 8 | 6 | -8 | -14 | 0 | 2 |
| COc1cnc(-c2ccccn2)nc1Sc1c(Cl)cccc1Cl | -2 | 0.5 | -12 | -1 | 5 | -6 | 11 | -5 | 10 |
| C(=N\Nc1nc(Nc2ccccc2)nc(Nc2ccccc2)n1)/c1cccnc1 | 11 | 3.7 | -10 | 7 | 22 | -17 | 0 | -5 | -1 |
| COc1ccc(C2CC3(CC(C)(C)NC(SC)=N3)Oc3cc(O)cc(C)c32)cc1 (stereo unspecified) | 13 | 12 | -8 | 49* | 1 | -8 | -7 | 5 | -7 |
| COc1ccccc1N1CCN(Cc2ccsc2)CC1 | -2 | -0.3 | -9 | 1 | -1 | -2 | 9 | -6 | -2 |
| CCOC(=O)CCNCc1ccc(F)cc1 | 9 | 0.9 | 1 | 0 | 4 | -2 | 1 | -3 | -12 |
| COc1cc(OC)c(NC(=O)CN(C)S(=O)(=O)c2ccc3[nH]c(=O)oc3c2)cc1Cl | -4 | -0.4 | 4 | 1 | -5 | 0 | 1 | -4 | -2 |
| CC(=O)c1ccc(NC(=O)C2C3C=CC(O3)C2C(=O)O)cc1 (stereo unspecified) | -8 | -0.3 | -3 | 0 | 5 | -1 | -8 | -5 | 9 |
| CCc1cc2c(=O)c(-c3ccc4c(c3)OCCO4)c(C)oc2cc1OS(C)(=O)=O | -1 | 8.8 | -9 | 9 | 10 | -11 | 12 | 4 | 10 |
| CCCCC(=O)Nc1c(-c2cccc(OC)c2)c(=O)c2ccccc2n1C | 0 | 0.9 | -1 | 1 | 5 | -1 | -5 | -3 | -13 |
| CCN(CC)S(=O)(=O)c1ccc2c(c1)c(=O)c(C(=O)N1CCc3ccccc3C1)cn2C | 0 | 0.3 | -6 | 1 | 1 | -2 | 7 | -1 | -10 |
| Cc1cc(Cl)cc(Cl)c1OCCOCCN(C)C | 29 | 0.6 | -5 | 3 | 0 | -1 | -6 | -8 | -16 |
| O=C(COc1ccccc1)NCC(=O)NC1=NCCS1 | 17 | 0.6 | 3 | 1 | 1 | 0 | -5 | 0 | -12 |

Nothing new here: 2 of the compounds above.
| SMILES | CHO-K1 Ca PAM | M1 ag parental | CHRM4 PAM | CHRM4 agonist | M5 antag | M5 PAM | CHRM4 antagonist | M5 ag | CHO-K1 Ca antag |
| --- | --- | --- | --- | --- | --- | --- | --- | --- | --- |
| Cc1cc(Cl)cc(Cl)c1OCCOCCN(C)C | 29 | 0.6 | -5 | 3 | 0 | -1 | -6 | -8 | -16 |
| O=C(COc1ccccc1)NCC(=O)NC1=NCCS1 | 17 | 0.6 | 3 | 1 | 1 | 0 | -5 | 0 | -12 |

Later entries.
| SMILES | CHO-K1 Ca PAM | M1 ag parental | CHRM4 PAM | CHRM4 agonist | M5 antag | M5 PAM | CHRM4 antagonist | M5 ag | CHO-K1 Ca antag |
| --- | --- | --- | --- | --- | --- | --- | --- | --- | --- |
| COc1ccc(Cc2nc3ccc(C(=O)N(C)CC4COCCO4)cc3o2)cc1 (stereo unspecified) | 15 | 1.0 | -2 | 2 | 12 | -6 | 3 | -4 | 4 |
| Cn1cc(SCC(=O)Nc2ccc3c(c2)OCO3)c2ccccc21 | 8 | 2.1 | -1 | 7 | 0 | -3 | -20 | 0 | -8 |
| CCCNC(=O)COC(=O)c1ccc(Cl)c(S(=O)(=O)N2CCCC2)c1 | -3 | 0.3 | -3 | 1 | 8 | -1 | -3 | -1 | 6 |
| O=C(N/N=C/c1cccc(O)c1)c1cc(-c2ccccc2)nc2ccccc12 | 7 | 14 | -8 | 9 | 7 | -10 | 8 | -3 | 9 |
